# ADAM10 inh: inhibitors of human ADAM10. O14672. recombinant ADAM10, EDANS/DABCYL FRET peptide cleavage, 3 h. inhibition, % at 7 µM. 370,000 tested, 0.62% active. AID 720582;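 active means inhibition above a per-campaign cutoff equal to the mean of compounds falling between control-based bounds plus 3 SD, cut at about 20% in these data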;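 further: 0% = DMSO wells while the 100% control is not disclosed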
# proKLK7 act: proKLK7 (human) activation, primary screen; 370,000 tested, 0.9% active; activation, % at 7 µM; purified proKLK7, EDANS-DABCYL substrate fluorescence; 100% is mature enzyme control, 0% vehicle;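 active means activation above the mean of all tested compounds plus 3 SD, computed per campaign excluding outliers beyond control limits, cut at about 13% in these data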
# ARFGAP1 inhibitor: rat ARFGAP1 inhibition | Q62848 | Arfgap1-stimulated ARF1 GTP hydrolysis, GDP FP detection | inhibition, % at 16.5 µM | 360,000 tested, 0.26% active | AID 651572;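 active means inhibition above a per-plate limit, mean inhibition of low control wells plus 3 SD, cut at about 25% in these data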;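 further: 0% = DMSO wells with enzyme and 100% = wells lacking Arfgap1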
#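 system = rat Arfgap1 catalytic domain, aa 1-136 | technique = FP, GDP Alexa 633 tracer displaced from anti-GDP antibody, 620/688 nm | compound = one concentration, 16.5 µM, DMSO 1.26% | medium = HEPES-based buffer, pH 7.5 | timing = compound-enzyme preincubation 20 min, reaction 120 min, detection 60 min, 25 °C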
# Tn7 DDE FP: DD(E)-Tn7 binding inhibition, primary FP screen; P02675; FP displacement of FITC-Tn7 peptide from fibrin DD(E); 0% = median of compound wells per plate; inhibition, % at 8.3 µM; 370,000 tested, 0.13% active;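 active means inhibition above the mean of compounds falling within the control limits plus 3 SD of them, cut at about 14% in these data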;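 further: 0% = plate median of compound wells and 100% = 10 µM Aha-Tn7 peptide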
#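 Measure: % inhibition scaled between sample-field median and high-control FP; Test system: human fibrin DD(E); Quantity: 2 µM final DD(E) protein; Doses: one dose, 8.3 µM nominal; Schedule: compound with protein 10 min, then 3 h after probe, room temperature; Detection: fluorescence polarization; Medium: Tris buffer with calcium and detergent, pH 7.8.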
# LEDGF integ inh: blocks HIV-1 LEDGF/p75-dependent DNA integration | inhibition, % at 3.7 µM | 370,000 tested, 0.64% active | AID 743269 | TR-FRET IN-LEDGF/p75 DNA integration, Eu/Cy5;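 active means inhibition above the screen-wide mean plus 3 SD, cut at about 13% in these data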;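 further: signal is the Cy5 over europium emission ratio at 671 and 618 nm; 0% = plate median of compound wells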
# TDP2 inh: blocks human TDP2 phosphodiesterase activity | O95551 | recombinant TDP2, T5PNP hydrolysis, p-nitrophenol absorbance 415 nm | inhibition, % at 12.8 µM | 370,000 tested, 0.34% active;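 active means inhibition above the mean of all tested compounds plus 3 SD, set per campaign, cut at about 25% in these data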;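 further: 0% = DMSO with enzyme and 100% = buffer with substrate but no TDP2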
#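 Read-out basis: percent inhibition. System: recombinant human TDP2. Buffer or medium: Mg2+-containing Tris-HCl buffer, pH 7.5. Repeats: single replicate. Timing: reaction 2 h, 37 °C. Benchmarks: high control without enzyme, low control DMSO plus TDP2. Probe or stimulus: 5 mM T5PNP. Doses: 12.8 µM only. Measured by: epi absorbance of p-nitrophenol freed from T5PNP by hydrolysis.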
# ADAM17 inh: inhibitors of human ADAM17 | recombinant ADAM17, EDANS/DABCYL FRET peptide cleavage | inhibition, % at 6.95 µM | 370,000 tested, 0.83% active | P78536;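 active means inhibition above the mean of compounds lying between control limits plus 3 SD, set per campaign, cut at about 8.5% in these data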;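 further: 0% = DMSO-only wells as the low control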
# ASAP1 GAP inh: blocks human ASAP1-stimulated Arf1 GTP hydrolysis | Q9ULH1 | GDP FP detection | inhibition, % at 16.5 µM | 360,000 tested, 0.19% active | AID 624377; in the data active means inhibition above about 25%;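 further: 0% = vehicle with enzyme and substrate and 100% = no enzyme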
# PLCg1 inh: blocks human PLC-gamma1 enzyme activity. purified PLC-gamma1, fluorogenic substrate, fluorescence. P19174. 370,000 tested, 0.84% active. inhibition, % at 12.2 µM. AID 720700; in the data active means inhibition above about 9.5%
# DDE Tn6 FP inh: inhibitors of Tn6 peptide binding to human fibrin DD(E); inhibition, % at 8.3 µM; 370,000 tested, 0.21% active; Fibrin DD(E) TRITC-Tn6 fluorescence polarization displacement; P02675; AID 720509;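 active means inhibition above a per-campaign cutoff: mean of compounds within control limits plus 3 SD, cut at about 15% in these data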;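 further: 0% = median of all compound wells on the plate and 100% = blocking peptide control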
# * = called active by the depositor; x = not tested or not shown.
SMILES,ADAM10 inh,proKLK7 act,ARFGAP1 inhibitor,Tn7 DDE FP,LEDGF integ inh,TDP2 inh,ADAM17 inh,ASAP1 GAP inh,PLCg1 inh,DDE Tn6 FP inh
CC(=O)N(Cc1ccc(F)cc1)Cc1nc2ccccc2c(=O)[nH]1,2,-0.5,-9,5,-1,-1,1,2,2,-7
O=C(Nc1ccc(Br)cc1Br)Nc1cccc2[nH]c([C@@H]3O[C@H](CO)[C@@H](O)[C@H](O)[C@H]3O)nc12,-2,0.3,5,10,-1,-2,-1,-10,0,-3
O=S(=O)(NC1CCCCC1NCc1ccco1)c1ccccc1 (configuration not stated),-7,0.6,-1,-2,0,5,-4,-11,-4,9
CCOc1ncccc1C(=O)OCC(=O)Nc1ccc2c(c1)OCO2,-1,0.6,2,3,5,8,0,14,1,-5
Nc1ccn([C@@H]2O[C@H](C(=O)N[C@H]3c4ccccc4C[C@H]3O)[C@@H](O)[C@H]2O)c(=O)n1,-13,-0.9,6,2,-1,-9,-5,9,-2,3
COC(=O)C1=C(C(=O)OC)[C@@H]2N(Cc3ccccc3)c3ccccc3[C@@]23C[C@@H](C(=O)OC)N(C(=O)c2cccs2)C3=N1,-1,0.9,1,-4,4,-18,6,6,2,-1
CCOc1ccc(CNC(=O)CCCn2nc(C)c3c(C)n(-c4ccc(C)cc4)nc3c2=O)cc1,-1,-0.2,9,-1,-3,-2,-5,-10,2,-3
CCCn1c(SCC(=O)N2CCN(C(=O)c3ccco3)CC2)nc2ccccc2c1=O,-6,0.2,-10,-7,-7,-9,-2,0,3,4
COc1ccc(/C=N/OCC(=O)N2CC3(C)CC2CC(C)(C)C3)cc1OC (configuration not stated),-5,0.2,0,6,-3,-11,-2,0,-1,6
C/C(=N\NC(=O)CC1N=C(Cc2ccccc2)NNC1=O)c1ccc(Cl)cc1Cl (configuration not stated),-4,0.3,6,-10,-3,-7,-2,10,-1,4
Cc1cc2oc(C(=O)Nc3nonc3C)c(C)c2cc1Cl,0,0.5,1,-3,-1,-12,0,-6,13*,9
N/C(COc1cccc(Cl)c1)=N\NS(=O)(=O)c1ccccc1,-4,-0.5,6,8,-3,-9,-2,-10,3,7
COc1ccc(S(=O)(=O)N2CCN(C(=O)Nc3ccccc3OC)CC2)cc1,6,0.1,8,2,0,-13,2,-2,6,-1
Cc1ccc(SCCOCCN2CCOCC2)cc1,9,0.7,4,-9,0,4,0,20,1,-2
O=C(Cn1cnc2ccccc2c1=O)Nc1nnc(SCc2ccc(Cl)cc2)s1,-2,-0.2,0,1,1,-1,-7,1,4,-7
Cc1csc(CNC(=O)C2CCC(=O)N(CCc3cccc(F)c3)C2)n1 (configuration not stated),-7,-0.4,-2,4,1,4,-5,-13,2,-8
CCCCC(=O)NNC(=S)NC(=O)CCC,9,-0.7,4,7,1,1,1,-6,0,-4
Cc1ccc(NC(=S)N/N=C/c2c(Cl)cccc2Cl)c(C)c1,14,-0.4,1,-8,2,-4,4,9,7,-2
COCC(=O)N(c1ccc(C(C)C)cc1)C1C=CS(=O)(=O)C1 (configuration not stated),-8,0.2,2,6,-2,5,-2,1,-1,-2
CCc1c(C)nc(N2CCN(c3ccc(Cl)cc3)CC2)[nH]c1=O,-3,-0.1,1,-10,-1,5,-3,5,2,-8
Nc1c(C(=O)NCCC2=CCCCC2)sc2ccc(S(=O)(=O)N3CCCCC3)cc12,-10,-1.9,2,0,-3,-1,-7,0,-22,-1
COc1ccc(-c2n[nH]c(=S)n2-c2ccc(C)cc2)cc1OC,-4,-0.2,14,8,-2,-3,-4,-13,-1,-3
CCC(=O)Nc1cccc(C2=NOC3(C2)C[C@@H](C(N)=O)N(C(=O)c2cc([N+](=O)[O-])cc([N+](=O)[O-])c2)C3)c1 (some centres not stated),4,0.2,1,-9,0,1,-1,1,1,-1
COCCCN1CCC2(CCC(c3ccccc3)CC2)C1=O (configuration not stated),9,0.3,x,6,-1,-4,5,x,1,6
O=C(O)c1ccc(NC(=O)C2C3CCC(O3)C2C(=O)O)cc1 (configuration not stated),-12,0.6,7,-3,1,12,-5,9,-8,1
Cc1cc(=O)oc(C)c1C(=O)NC12CC3CC(CC(C3)C1)C2,3,0.2,-3,-1,0,12,-2,6,6,-1
Cc1ccc(-n2ncc3c2CC(C)(C)CC3NC(=O)CCc2cccnc2)cc1 (configuration not stated),-6,-0.2,-6,7,0,16,0,-4,-9,8
Cc1cccc(OCCCC(=O)Nc2ccc(Cl)c(S(=O)(=O)N3CCOCC3)c2)c1,8,0.1,4,-2,4,2,3,3,-5,1
CCOc1ccc(Br)cc1C(=S)N1CCCC1,-2,0.5,-7,1,-1,8,-1,-7,2,0
CCOC(=O)C1(C)CCCCN1C(=O)c1ccc(F)c(C)c1 (configuration not stated),-1,0.4,2,-5,3,1,0,4,-1,0

# Ordered by SMILES length (descending): 12 of the compounds above.
SMILES,ADAM10 inh,proKLK7 act,ARFGAP1 inhibitor,Tn7 DDE FP,LEDGF integ inh,TDP2 inh,ADAM17 inh,ASAP1 GAP inh,PLCg1 inh,DDE Tn6 FP inh
CCC(=O)Nc1cccc(C2=NOC3(C2)C[C@@H](C(N)=O)N(C(=O)c2cc([N+](=O)[O-])cc([N+](=O)[O-])c2)C3)c1 (some centres not stated),4,0.2,1,-9,0,1,-1,1,1,-1
Nc1c(C(=O)NCCC2=CCCCC2)sc2ccc(S(=O)(=O)N3CCCCC3)cc12,-10,-1.9,2,0,-3,-1,-7,0,-22,-1
Cc1ccc(-n2ncc3c2CC(C)(C)CC3NC(=O)CCc2cccnc2)cc1 (configuration not stated),-6,-0.2,-6,7,0,16,0,-4,-9,8
O=C(Cn1cnc2ccccc2c1=O)Nc1nnc(SCc2ccc(Cl)cc2)s1,-2,-0.2,0,1,1,-1,-7,1,4,-7
Cc1csc(CNC(=O)C2CCC(=O)N(CCc3cccc(F)c3)C2)n1 (configuration not stated),-7,-0.4,-2,4,1,4,-5,-13,2,-8
CCc1c(C)nc(N2CCN(c3ccc(Cl)cc3)CC2)[nH]c1=O,-3,-0.1,1,-10,-1,5,-3,5,2,-8
O=C(O)c1ccc(NC(=O)C2C3CCC(O3)C2C(=O)O)cc1 (configuration not stated),-12,0.6,7,-3,1,12,-5,9,-8,1
Cc1ccc(NC(=S)N/N=C/c2c(Cl)cccc2Cl)c(C)c1,14,-0.4,1,-8,2,-4,4,9,7,-2
CCOC(=O)C1(C)CCCCN1C(=O)c1ccc(F)c(C)c1 (configuration not stated),-1,0.4,2,-5,3,1,0,4,-1,0
COCCCN1CCC2(CCC(c3ccccc3)CC2)C1=O (configuration not stated),9,0.3,x,6,-1,-4,5,x,1,6
CCOc1ccc(Br)cc1C(=S)N1CCCC1,-2,0.5,-7,1,-1,8,-1,-7,2,0
CCCCC(=O)NNC(=S)NC(=O)CCC,9,-0.7,4,7,1,1,1,-6,0,-4

# (more compounds)
SMILES,ADAM10 inh,proKLK7 act,ARFGAP1 inhibitor,Tn7 DDE FP,LEDGF integ inh,TDP2 inh,ADAM17 inh,ASAP1 GAP inh,PLCg1 inh,DDE Tn6 FP inh
O=C(O)CCn1nnc(-c2ccccc2)n1,-6,0.0,-22,3,0,3,0,7,1,4
CCCC(=O)N1CCN(c2nnc(-c3ccccc3)c3ccccc23)CC1,-2,-0.2,2,-1,-5,-2,-2,-12,-5,0
CCCCCCCCNC(=O)C(CCC(=O)OCc1ccccc1)NC(C)=O (configuration not stated),6,-0.5,13,13,-1,-3,1,-5,-1,-1
Oc1ccc(CNc2ccc(F)cc2)c2cccnc12,-6,0.1,-9,-2,-10,-9,2,0,-6,9
O=C(NCC(c1cccs1)N1CCOCC1)c1ccc([N+](=O)[O-])cc1 (configuration not stated),6,0.1,-3,6,-1,-3,0,-1,1,10
Brc1cccc(-c2nc(-c3ccncc3)no2)c1,0,0.8,0,1,0,-6,1,10,3,-2
O=C(/C=C/c1ccc(Cl)cc1)N1CCN(c2ccc([N+](=O)[O-])c(N3CCOCC3)c2)CC1,-7,-0.3,-6,-4,-1,0,-3,7,0,6
C/C(=N\Nc1ccc(Cl)c(C(=O)O)c1)c1ccc[nH]1,12,0.5,-5,-3,7,-6,6,-8,-5,1
COc1cc(CNc2ccc3[nH]c(=O)[nH]c3c2)ccc1OCc1ccccc1,-155,-6.1,-5,-11,4,4,-59,9,-102,-8
O=C1NCC(Nc2ccccc2Cl)C(=O)N1 (configuration not stated),1,-0.2,1,7,1,0,-4,-20,-2,-2
CCCS(=O)(=O)N1CCN(Cc2c[nH]c3ccccc23)CC1,0,-0.1,-7,1,1,-5,-1,-14,2,2
CCN(CC(=O)Nc1c(F)cccc1F)C(=O)CCc1nc2cc(S(=O)(=O)N(C)C)ccc2n1CC,-4,0.5,1,3,-2,7,-1,7,1,3
COc1ccc(/C=C/C(=O)N(Cc2ccccc2)c2ccccn2)cc1OC,-7,-0.1,-3,4,-3,-2,-3,6,0,-1
CC1CN(CC(=O)N2CCc3[nH]c4ccccc4c3C2)CC(C)O1 (configuration not stated),-49,7.7,-5,0,0,12,-15,-9,-150,0
O=C(/C=C/c1ccccc1[N+](=O)[O-])NCCCN1CCCC1=O,-4,-0.3,4,0,-2,6,-2,-11,-1,0
COc1cc(CC(=O)Nc2ccc(S(=O)(=O)Nc3ncccn3)cc2)cc(OC)c1OC,-2,0.1,-5,-3,0,3,-3,-2,-2,10
Cc1ccccc1NC(=O)Cn1c(CCC(=O)O)ccc1-c1cccs1,-73,2.6,4,-9,-1,3,-24,7,-43,8
CSCC(=O)N1CCC(n2nccc2NC(=O)CCc2ccccc2)CC1,4,-0.5,-5,4,-2,1,2,-2,-2,-6
O=c1c2ccccc2nc(SCc2nnc(-c3ccccc3Br)o2)n1-c1ccccc1,2,0.1,-6,-4,1,-4,1,11,-1,2
COc1cccc(C2CC(c3ccc(F)cc3)Nc3nc(N)nn32)c1 (configuration not stated),-71,0.5,-12,-5,2,4,-17,1,-22,-5
Cc1c(C(=O)O)sc(=S)n1-c1ccccc1,10,-0.1,4,0,2,3,1,-6,5,1

# Another view of some results above.
> COCC(=O)N(c1ccc(C(C)C)cc1)C1C=CS(=O)(=O)C1 (configuration not stated)
  ADAM10 inh = -8	proKLK7 act = 0.2	ARFGAP1 inhibitor = 2	Tn7 DDE FP = 6	LEDGF integ inh = -2	TDP2 inh = 5	ADAM17 inh = -2	ASAP1 GAP inh = 1	PLCg1 inh = -1	DDE Tn6 FP inh = -2

> CCc1c(C)nc(N2CCN(c3ccc(Cl)cc3)CC2)[nH]c1=O
  ADAM10 inh = -3	proKLK7 act = -0.1	ARFGAP1 inhibitor = 1	Tn7 DDE FP = -10	LEDGF integ inh = -1	TDP2 inh = 5	ADAM17 inh = -3	ASAP1 GAP inh = 5	PLCg1 inh = 2	DDE Tn6 FP inh = -8

# Assay outcomes (PubChem)
